Screening results (PubChem)
PfHsp40 rescue – compounds rescuing yeast from Plasmodium falciparum HSP40 toxicity | growth rescue, % at 12.5 µM | S. cerevisiae expressing PfHsp40, growth rescue, ATP luminescence | AID 504582 | 340,000 tested, 0.68% active; in the data active = growth rescue above about 28%, passing the limit was not always enough;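 also: yeast W303a lacking pdr1 and pdr3 grown in galactose medium; growth measured after three days at 30 °C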
Y pestis TopoI – Y. pestis Topo-I inhibition via cleavage products | Y. pestis Topo-I cleavage product accumulation, plate reader | 360,000 tested, 0.064% active | activity, % at 10 µM; in the data active = activity above about 50%, passing the limit was not always enough; also: inactives centre near 2
Anthrax LF prot – blocks Bacillus anthracis lethal factor protease; P15917; multiplex microsphere protease cleavage assay, LF; inhibition, % at 10 µM; 360,000 tested, 0.12% active; also: plate controls were buffer without enzyme for full effect and enzyme alone for no effect
Target sequence (P15917 whole entry, looked up): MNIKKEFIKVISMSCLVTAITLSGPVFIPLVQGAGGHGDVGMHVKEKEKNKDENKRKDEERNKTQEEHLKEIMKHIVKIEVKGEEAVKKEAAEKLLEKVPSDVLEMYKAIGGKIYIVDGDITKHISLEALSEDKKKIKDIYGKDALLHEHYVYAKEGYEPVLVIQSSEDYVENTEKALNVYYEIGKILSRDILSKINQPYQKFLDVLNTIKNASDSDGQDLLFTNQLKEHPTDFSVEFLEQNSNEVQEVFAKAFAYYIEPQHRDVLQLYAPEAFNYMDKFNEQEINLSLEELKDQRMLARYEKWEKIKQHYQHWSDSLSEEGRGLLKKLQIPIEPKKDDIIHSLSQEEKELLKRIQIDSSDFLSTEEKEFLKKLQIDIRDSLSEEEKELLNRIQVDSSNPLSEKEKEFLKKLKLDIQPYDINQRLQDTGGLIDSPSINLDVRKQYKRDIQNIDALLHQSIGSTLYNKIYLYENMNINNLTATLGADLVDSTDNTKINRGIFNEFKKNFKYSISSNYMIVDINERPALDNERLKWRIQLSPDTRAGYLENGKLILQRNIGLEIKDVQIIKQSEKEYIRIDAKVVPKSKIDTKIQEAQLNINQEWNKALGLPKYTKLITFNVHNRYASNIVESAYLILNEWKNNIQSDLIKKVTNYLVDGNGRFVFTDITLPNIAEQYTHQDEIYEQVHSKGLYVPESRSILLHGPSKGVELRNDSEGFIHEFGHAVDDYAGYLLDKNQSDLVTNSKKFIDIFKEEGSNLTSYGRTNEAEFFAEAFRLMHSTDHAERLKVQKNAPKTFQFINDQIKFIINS
BoNT-A LC inh2 – inhibitors of Botulinum neurotoxin A light chain protease | multiplex microsphere protease substrate cleavage, flow cytometry | inhibition, % at 10 µM | 360,000 tested, 0.17% active; also: plate controls were buffer without enzyme for full effect and enzyme alone for no effect
TcdB GH inh – TcdB glycohydrolase inhibition; 350,000 tested, 0.24% active; TcdB glycohydrolase enzymatic assay, plate reader; P18177; inhibition, % at 9.99 µM; in the data active = inhibition above about 10%
PriA SSB inh – K. pneumoniae PriA-SSBct interaction inhibition | AlphaScreen SSBct-PriA binding, biotinylated peptide | inhibition, % at 33 µM | 430,000 tested, 0.6% active | AID 1272365; in the data active = inhibition mostly above about 37%, no sharp cut-off; inactive = mostly below about 20%;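 also: plate controls were negative control peptide for no effect and reference peptide for full effect; strong numbers were not always called active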
PrPC TRFRET – cell surface PrPC inhibition, primary TR-FRET screen; 370,000 tested, 0.43% active; TR-FRET read-out; inhibition, % at 13.8 µM; in the data active = inhibition above about 24%; also: 0% = median of the test wells and 100% = reference compound wells
Vc quorum ag – induces V. cholerae light production without autoinducers. V. cholerae BH1578 lux reporter, luminescence, 6 h. activation, % at 18.7 µM. 350,000 tested, 0.16% active; in the data active = activation mostly above about 9.7%, no sharp cut-off; also: not every result past the cut was called active; inactives centre near 0; reference of the scale not given here
SARS 3CLpro inh – SARS-CoV 3CLpro protease inhibition; P0C6X7; recombinant SARS-CoV 3CLpro, quenched FRET peptide cleavage; inhibition, % at 6 µM; 290,000 tested, 0.14% active; in the data active = inhibition above about 12%
* marks the source's active call; other numbers are inactive results. Rule as the data show it, unless noted: active = inhibition above about 30%; inconclusive = no clear call, values can overlap the other calls; inactive = below that. Some of the compounds tested (hit frequency here may not be typical).

A first look, three compounds:
Screening CCCNS(=O)(=O)c1ccc(NC(=O)Cc2cccs2)cc1 returned PfHsp40 rescue 1.1, Y pestis TopoI 2, Anthrax LF prot -4, BoNT-A LC inh2 0.5, PriA SSB inh -12, PrPC TRFRET 0 and SARS 3CLpro inh 5.
For CCCNc1c(NS(=O)(=O)c2ccc(Br)cc2)c(=O)oc2ccccc12 the results were PfHsp40 rescue 0.7, Y pestis TopoI 5, Anthrax LF prot 12, BoNT-A LC inh2 3.9, TcdB GH inh -1.2, PriA SSB inh -7, PrPC TRFRET -1, Vc quorum ag inactive and SARS 3CLpro inh 1.
COc1ccc(F)cc1CN1CCN(C(=O)CCC(=O)Nc2nnc(CC(C)C)s2)CC1 was read as PfHsp40 rescue -0.9, Y pestis TopoI 47, Anthrax LF prot 2, BoNT-A LC inh2 -1.0, TcdB GH inh 0.5, PriA SSB inh -12, PrPC TRFRET -1, Vc quorum ag -0.3 and SARS 3CLpro inh -6.

Main list, previewed entries included:
Screening CCCNS(=O)(=O)c1ccc(NC(=O)Cc2cccs2)cc1 returned PfHsp40 rescue 1.1, Y pestis TopoI 2, Anthrax LF prot -4, BoNT-A LC inh2 0.5, PriA SSB inh -12, PrPC TRFRET 0 and SARS 3CLpro inh 5.
For CCCNc1c(NS(=O)(=O)c2ccc(Br)cc2)c(=O)oc2ccccc12 the results were PfHsp40 rescue 0.7, Y pestis TopoI 5, Anthrax LF prot 12, BoNT-A LC inh2 3.9, TcdB GH inh -1.2, PriA SSB inh -7, PrPC TRFRET -1, Vc quorum ag inactive and SARS 3CLpro inh 1.
COc1ccc(F)cc1CN1CCN(C(=O)CCC(=O)Nc2nnc(CC(C)C)s2)CC1 was read as PfHsp40 rescue -0.9, Y pestis TopoI 47, Anthrax LF prot 2, BoNT-A LC inh2 -1.0, TcdB GH inh 0.5, PriA SSB inh -12, PrPC TRFRET -1, Vc quorum ag -0.3 and SARS 3CLpro inh -6.
Cc1ccc(-n2nc3c(c2NC(=O)C2CC2)CS(=O)(=O)C3)cc1 was read as PfHsp40 rescue 0.9, Y pestis TopoI 1, Anthrax LF prot 1, BoNT-A LC inh2 1.6, TcdB GH inh 1.9, PriA SSB inh 0, PrPC TRFRET 3, Vc quorum ag -0.3 and SARS 3CLpro inh 4.
COc1ccc(CCC(=O)NNC(=O)Nc2cc(Cl)ccc2C)cc1 was read as PfHsp40 rescue 13, Y pestis TopoI 2, Anthrax LF prot -5, BoNT-A LC inh2 -1.5, TcdB GH inh 1.6, PriA SSB inh -10, PrPC TRFRET 3, Vc quorum ag inactive and SARS 3CLpro inh 1.
For CN(C)c1ccc(NC(=O)CSc2nnc(-c3cnccn3)n2C)cc1 the results were PfHsp40 rescue -0.3, Y pestis TopoI 2, Anthrax LF prot 4, BoNT-A LC inh2 2.0, TcdB GH inh -2.9, PriA SSB inh -20, PrPC TRFRET 5, Vc quorum ag -0.8 and SARS 3CLpro inh -8.
COc1cc(/C=N/NC(=S)NCc2ccco2)cc(OC)c1OC was read as PfHsp40 rescue 0.3, Y pestis TopoI 5, Anthrax LF prot -2, BoNT-A LC inh2 -0.5, PrPC TRFRET -6, Vc quorum ag -0.2 and SARS 3CLpro inh 4.
`COc1cc(CCC(=O)Nc2ccc(Br)c(C(F)(F)F)c2)cc(OC)c1OC` gave PfHsp40 rescue 1.6, Y pestis TopoI 11, Anthrax LF prot -11, BoNT-A LC inh2 -0.4, PriA SSB inh -9, PrPC TRFRET 3, Vc quorum ag -1.0 and SARS 3CLpro inh 3.
For N/C(=N\OC(=O)C1CCCCC1)c1ccc(Cl)cc1 the results were PfHsp40 rescue 1.0, Y pestis TopoI 3, Anthrax LF prot 4, BoNT-A LC inh2 0.5, TcdB GH inh 2.4, PrPC TRFRET 1, Vc quorum ag 0.0 and SARS 3CLpro inh 2.
Screening O=c1c2ccccc2nc2n1CCCCN2 returned PfHsp40 rescue 0.5, Y pestis TopoI -5, Anthrax LF prot 0, BoNT-A LC inh2 -0.6, PriA SSB inh -17, PrPC TRFRET -2 and SARS 3CLpro inh -9.
For Cn1cc(-c2coc3c(C(=O)Nc4ccccc4)cccc23)cn1 the results were Y pestis TopoI 16, Anthrax LF prot 2, BoNT-A LC inh2 -0.4, TcdB GH inh 1.0, PrPC TRFRET 1 and Vc quorum ag inactive.
CCN1C(=S)N[C@@H](CCc2ccccc2)C(C(=O)OC)=C1C was read as PfHsp40 rescue 0.3, Y pestis TopoI 9, Anthrax LF prot -10, BoNT-A LC inh2 -0.7, TcdB GH inh -1.1, PriA SSB inh 7, PrPC TRFRET 8, Vc quorum ag -2.1 and SARS 3CLpro inh -11.
C=CCNC(=S)NC(=O)c1oc2ccccc2c1C was read as PfHsp40 rescue 0.6, Y pestis TopoI 13, Anthrax LF prot -4, BoNT-A LC inh2 -1.3, TcdB GH inh 1.0, PriA SSB inh -8, PrPC TRFRET 1, Vc quorum ag -0.6 and SARS 3CLpro inh -5.
Screening N/C(=N\OC(=O)c1cccnc1)c1ccccc1Cl returned PfHsp40 rescue -0.5, Y pestis TopoI 1, Anthrax LF prot -2, BoNT-A LC inh2 -0.6, TcdB GH inh 0.9, PrPC TRFRET 7, Vc quorum ag 0.7 and SARS 3CLpro inh -1.
O=C(O)Cn1c(P(=O)(O)c2ccccc2)nc2ccccc21 was read as PfHsp40 rescue 0.2, Y pestis TopoI -2, Anthrax LF prot -3, BoNT-A LC inh2 0.9, PriA SSB inh 5, PrPC TRFRET 8, Vc quorum ag inactive and SARS 3CLpro inh -4.
For COc1cccc(/C=C2\Oc3cc(OCC(=O)N4CCCC4)ccc3C2=O)c1OC the results were PfHsp40 rescue -0.7, Y pestis TopoI 17, TcdB GH inh -0.2, PriA SSB inh 3, PrPC TRFRET -6, Vc quorum ag -2.6 and SARS 3CLpro inh 2.
`COc1cc(Cl)ccc1OCc1cc(C(=O)N2CCN(c3ccccn3)CC2)no1` gave PfHsp40 rescue 7.8, Y pestis TopoI 31, Anthrax LF prot 1, BoNT-A LC inh2 -1.0, TcdB GH inh 1.8, PriA SSB inh -21, PrPC TRFRET -3, Vc quorum ag -5.9 and SARS 3CLpro inh -2.
For COc1ccc(CCC(=O)NC2=NCCS2)cc1OC the results were PfHsp40 rescue -0.9, Y pestis TopoI -3, Anthrax LF prot 4, BoNT-A LC inh2 0.3, PriA SSB inh -5, PrPC TRFRET 0, Vc quorum ag -0.3 and SARS 3CLpro inh -2.
`Cc1ccc(C(=O)C2=C(O)C(=O)N(Cc3ccco3)C2c2cccc(Br)c2)o1` (stereo not given) gave PfHsp40 rescue -0.6, Y pestis TopoI 21, Anthrax LF prot -3, BoNT-A LC inh2 0.9, TcdB GH inh -0.6, PriA SSB inh 4, PrPC TRFRET 8, Vc quorum ag -0.2 and SARS 3CLpro inh -5.
Screening CCOC(=O)c1ccc(NC(=O)CSc2nc(=O)n3cccc(C)c3n2)cc1 returned PfHsp40 rescue -0.9, Y pestis TopoI -1, Anthrax LF prot 2, BoNT-A LC inh2 3.7, TcdB GH inh -1.3, PriA SSB inh 3, PrPC TRFRET 9 and Vc quorum ag inactive.
`CS(=O)(=O)C1=NSC2=NC(=O)/C(=C\c3ccc(OS(=O)(=O)c4ccccc4)cc3)C(=N)N21` gave PfHsp40 rescue 0.2, Y pestis TopoI 13, Anthrax LF prot 0, BoNT-A LC inh2 -3.5, TcdB GH inh 2.3, PriA SSB inh -10, PrPC TRFRET -1, Vc quorum ag 0.0 and SARS 3CLpro inh 5.
O=C(COC(=O)c1cc(=O)[nH]c2ccccc12)c1cccs1 was read as PfHsp40 rescue -1.5, Y pestis TopoI 0, Anthrax LF prot -5, BoNT-A LC inh2 0.6, TcdB GH inh -0.2, PriA SSB inh -8, PrPC TRFRET -4, Vc quorum ag 0.2 and SARS 3CLpro inh 5.
For C=CCOC(=O)C1=C[C@H](c2ccc(Br)cc2)C[C@H](OCCCCO)O1 the results were PfHsp40 rescue -0.1, Y pestis TopoI 15, Anthrax LF prot -14, BoNT-A LC inh2 -0.5, TcdB GH inh 1.5, PriA SSB inh -9, PrPC TRFRET 5 and Vc quorum ag -0.8.
Screening O=C(Nc1sc2c(c1C(=O)O)CCC2)c1cccc(Cl)c1 returned PfHsp40 rescue -0.3, Y pestis TopoI 7, Anthrax LF prot -15, BoNT-A LC inh2 -1.5, TcdB GH inh 3.9, PriA SSB inh 3, PrPC TRFRET -6, Vc quorum ag inactive and SARS 3CLpro inh 4.
For CCCS(=O)(=O)NC(=O)C1(C)CCN(C(=O)c2ccc3c(c2)OCO3)C1 (stereo not given) the results were Y pestis TopoI 4, Anthrax LF prot 0, BoNT-A LC inh2 -1.0, TcdB GH inh 9.9, PrPC TRFRET -7 and Vc quorum ag 0.2.
`CN1CCN(C(=S)NC(=O)/C=C/c2ccccc2Cl)CC1` gave PfHsp40 rescue 0.8, Y pestis TopoI -9, Anthrax LF prot -7, BoNT-A LC inh2 -0.6, TcdB GH inh 2.0, PriA SSB inh -6, PrPC TRFRET 8, Vc quorum ag inactive and SARS 3CLpro inh 3.
Screening N#Cc1cnc2ncnn2c1-c1ccccc1 returned PfHsp40 rescue -0.1, Y pestis TopoI -1, Anthrax LF prot 0, BoNT-A LC inh2 0.1, TcdB GH inh 0.0, PriA SSB inh -5, PrPC TRFRET 11, Vc quorum ag inactive and SARS 3CLpro inh 2.
Screening CCc1cccc(OCCCCNCCOC)c1 returned PfHsp40 rescue -0.5, Y pestis TopoI -2, Anthrax LF prot 1, BoNT-A LC inh2 -0.2, PriA SSB inh -15, PrPC TRFRET -3, Vc quorum ag 0.6 and SARS 3CLpro inh 2.
`Cn1c(=O)c2cc(NC(=S)NC3CC3)ccc2n1Cc1ccc(F)cc1` gave Y pestis TopoI 7, Anthrax LF prot -5, BoNT-A LC inh2 0.7, TcdB GH inh 0.8, PrPC TRFRET -2 and Vc quorum ag -4.5.
Screening CN(C)CCC(=O)c1cccc(Br)c1 returned PfHsp40 rescue 0.5, Y pestis TopoI 0, Anthrax LF prot -2, BoNT-A LC inh2 -0.5, TcdB GH inh 1.7, PriA SSB inh -7, PrPC TRFRET -1, Vc quorum ag -1.0 and SARS 3CLpro inh 3.
Screening O=C(NNS(=O)(=O)c1ccc(F)cc1)c1cnccn1 returned PfHsp40 rescue -0.4, Y pestis TopoI -1, Anthrax LF prot -1, BoNT-A LC inh2 -0.3, TcdB GH inh -15, PriA SSB inh -15, PrPC TRFRET 5, Vc quorum ag -0.3 and SARS 3CLpro inh 0.
For COCC(=O)N1CCN(c2nc3ccccc3o2)CC1 the results were PfHsp40 rescue -1.0, Y pestis TopoI -8, Anthrax LF prot -7, BoNT-A LC inh2 -0.2, TcdB GH inh 0.7, PriA SSB inh -3, PrPC TRFRET -5, Vc quorum ag -2.4 and SARS 3CLpro inh 3.
COCCCn1cc(CN2CC(N3CCSCC3)CS2(=O)=O)nn1 (stereo not given) was read as Anthrax LF prot -3, BoNT-A LC inh2 0.1, TcdB GH inh -0.5 and PrPC TRFRET -6.
Screening O=C(CSc1ncn[nH]1)NCc1ccccc1 returned PfHsp40 rescue 1.1, Y pestis TopoI 7, Anthrax LF prot 2, BoNT-A LC inh2 -1.3, PriA SSB inh -11, PrPC TRFRET -6, Vc quorum ag -0.3 and SARS 3CLpro inh 0.
Screening CN(C)/C=C(/C(=O)c1ccccc1)S(=O)(=O)c1ccc(Cl)cc1 returned PfHsp40 rescue -1.2, Y pestis TopoI -2, Anthrax LF prot 5, BoNT-A LC inh2 0.5, TcdB GH inh 1.0, PriA SSB inh -5, PrPC TRFRET 1, Vc quorum ag inactive and SARS 3CLpro inh -3.
COc1ccc(NC(=O)C(=O)NCCN2CCN(C(=O)c3ccc(C)cc3)CC2)cc1 was read as PfHsp40 rescue -0.4, Y pestis TopoI 4, Anthrax LF prot -2, BoNT-A LC inh2 -0.5, TcdB GH inh 1.8, PriA SSB inh -1, PrPC TRFRET 7, Vc quorum ag -0.5 and SARS 3CLpro inh -6.
O=C(CSc1nnc(CNC(=O)c2ccccc2F)o1)NCc1ccccc1 was read as PfHsp40 rescue -0.3, Y pestis TopoI -4, Anthrax LF prot 0, BoNT-A LC inh2 0.3, TcdB GH inh 2.2, PriA SSB inh -1, PrPC TRFRET 0, Vc quorum ag -5.6 and SARS 3CLpro inh 4.
